S-ASM inh: blocks human secretory acid sphingomyelinase; placental ASM, HMU-PC fluorogenic substrate, 60 min; hit rate 0.006% among 340,000; P17405; Potency, µM (doses to about 57.5 µM), inactives show top-dose activity change, negative = inhibition, actives largely listed as inhibitors; AID 504937; further: potency means the concentration at half of the fitted maximal effect
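Human placenta-derived ASM preincubated with compound 10 min at room temperature, then reacted with 9 uM (final) fluorogenic HMU-PC substrate for 60 min at 37 C. Stop solution raises pH to 10; fluorescence read at Ex 386/Em 447 nm.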
ELG1 genotox: genotoxicity induction in ELG1-luciferase HEK293T cells; HEK293T ELG1-luciferase reporter, luminescence, 16 h; Potency, µM (titrated, usually from 46 µM), without a hit: top-dose activity change, positive = activation, hits mostly activators; hit rate 1.3% among 330,000; further: potency means the concentration at half of the fitted maximal effect; % of control where 0% means no effect; nearly all actives have a fitted effect of over 60% in size
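Quantitative HTS format in 1536-well plates. HEK293T ELG1-luciferase reporter cells receive test compound and are incubated 16 hr at 37 °C, 5% CO2; ONE-Glo added, 30 min room temperature, then luminescence read.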
BRCA1 expr up: activators of BRCA1 expression. AID 624202. MCF7-BRCA1-FFLuc reporter, luminescence, 48 h; response scale: scaled: vehicle 0%, 10 µM genistein 100%. Potency, µM (highest dose often 46.1 µM), inactives show at the top dose activation, hits mostly activators. hit rate 1.1% among 380,000; further: potency means the concentration at half of the fitted maximal effect; nearly all actives have a fitted effect of over 80% in size; some results filed as inactive show a strong effect at the top dose
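Quantitative HTS in MCF7 cells stably reporting BRCA1 expression via firefly luciferase. Compound treatment lasts 48 h at 37 °C in phenol-red free MEM. Activation is expressed relative to genistein at 10 microM and DMSO.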
B2AR arrestin: agonists driving beta-arrestin recruitment to human beta2-adrenergic receptor; P07550; AID 492947; beta-arrestin recruitment to beta2AR, cell-based reporter; hit rate 0.02% among 330,000; Potency, µM (titrated, usually from 46.1 µM), without a hit: top-dose activation, most hits filed as activators;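 further: potency means the concentration at half of the fitted maximal effect; 0% = DMSO controls and full agonism = EC100 isoproterenol or metaproterenol; nearly all actives have a fitted effect of over 65% in size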
Target sequence (P07550 whole entry, looked up): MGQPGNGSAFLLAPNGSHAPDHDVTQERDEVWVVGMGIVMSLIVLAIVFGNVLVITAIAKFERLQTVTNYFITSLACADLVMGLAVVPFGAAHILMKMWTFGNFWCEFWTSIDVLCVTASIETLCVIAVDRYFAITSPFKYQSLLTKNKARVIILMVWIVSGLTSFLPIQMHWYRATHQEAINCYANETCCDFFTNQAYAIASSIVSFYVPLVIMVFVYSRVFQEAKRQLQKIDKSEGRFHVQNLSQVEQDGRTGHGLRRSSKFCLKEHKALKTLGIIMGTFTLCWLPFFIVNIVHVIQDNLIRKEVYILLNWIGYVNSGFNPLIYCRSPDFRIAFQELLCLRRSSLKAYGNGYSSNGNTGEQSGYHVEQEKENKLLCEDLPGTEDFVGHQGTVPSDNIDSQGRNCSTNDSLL
Eya2 inh: inhibitors of human Eya2 phosphatase activity; O00167; recombinant Eya2, OMFP fluorescence dephosphorylation (OMFP is methylfluorescein phosphate); Potency, µM (top dose mostly 76.9 µM), inactives show top-dose activity, negative = inhibition, hits mostly inhibitors; hit rate 0.006% among 330,000; AID 488837; further: potency means the concentration at half of the fitted maximal effect; on the % scale 0 is the no-effect control and ±100 the full control effect
Target sequence (O00167 whole entry, looked up): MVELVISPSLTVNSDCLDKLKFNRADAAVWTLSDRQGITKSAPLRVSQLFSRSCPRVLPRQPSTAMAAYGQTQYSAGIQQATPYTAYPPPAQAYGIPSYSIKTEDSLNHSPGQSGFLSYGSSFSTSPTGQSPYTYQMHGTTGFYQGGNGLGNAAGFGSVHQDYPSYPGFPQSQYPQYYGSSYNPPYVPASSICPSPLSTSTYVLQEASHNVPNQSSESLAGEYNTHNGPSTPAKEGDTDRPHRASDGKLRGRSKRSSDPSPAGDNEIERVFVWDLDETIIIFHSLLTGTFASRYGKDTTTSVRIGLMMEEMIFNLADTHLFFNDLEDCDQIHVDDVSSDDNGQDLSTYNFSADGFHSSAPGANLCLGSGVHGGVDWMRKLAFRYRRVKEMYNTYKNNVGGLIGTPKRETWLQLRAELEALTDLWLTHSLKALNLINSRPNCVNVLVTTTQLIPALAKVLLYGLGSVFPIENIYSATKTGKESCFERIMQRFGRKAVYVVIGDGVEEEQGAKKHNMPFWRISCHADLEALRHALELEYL
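Eya2 protein (added as 0.2 uM solution) was preincubated with compound for 10 min at ambient temperature in 50 mM HEPES pH 7.5, 50 mM NaCl, 5 uM MgCl2, 0.05% BSA, 1 mM DTT. OMFP (added at 50 uM) then reacted 10 min; fluorescence read at 485/525 nm.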
p53 reactivator: re-activators of mutant p53 | hit rate 0.063% among 320,000 | H1299 p53-A138V BP100-luciferase reporter, luminescence, 24 h | Potency, µM (titrated, usually from 92.2 µM), without a hit: top-dose activity change, positive = activation, most hits filed as activators; further: potency means the concentration at half of the fitted maximal effect; % of control where 0% means no effect; nearly all actives have a fitted effect of over 45% in size
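H1299 (p53-null), stable ts p53-A138V + BP100-Luc; 1000 cells/well, Opti-MEM/10% FBS; cpd 4 pt, 1:5; 24 h, 37 deg C, 5% CO2; detection reagent 10 min RT; luminescence.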
TRPV1 agonist: agonists of human vanilloid receptor 1 (TRPV1); Q8NER1; TRPV1-expressing cells, Fluo-8 calcium influx, agonist mode; activation, % at 8.33 µM; hit rate 0.19% among 320,000; AID 540275; in the data active means activation above about 80%; inconclusive means between about 30% and that limit; further: 0% is about no effect
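Fluo-8 calcium influx in TRPV1-expressing cells, kinetic read (ex 480/em 520 nm). Compound added and read 3 min for agonist activity, followed by capsaicin at EC20 final and 2 min further read for enhancement.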
USP2a inh: inhibitors of human ubiquitin-specific protease USP2a. USP2 core, Ub-CHOP2 coupled fluorogenic reporter, 485/531. AID 463254. Potency, µM (series often up to 38.3 µM), for inactives: top-dose activity change, negative = inhibition, most hits filed as inhibitors. hit rate 0.01% among 330,000;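 further: potency means the concentration at half of the fitted maximal effect; plate controls were DMSO wells for no effect and full inhibition by NEM control for full effect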
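USP2 core (10nM final) preincubated 30min RT with compound in 20mM Tris-HCl pH 8.0, 2mM CaCl2, 2mM beta-mercaptoethanol, 0.05% CHAPS; 25nM Ub-CHOP2 plus 25nM reporter substrate added, fluorescence (Ex485/Em531) read after 60min.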
uPA generation: inhibitors of cell surface uPA generation | Potency, µM (series often up to 38.3 µM), without a hit: top-dose activity change, negative = inhibition, usual class: inhibitors | cell surface uPA generation assay, qHTS | AID 540303 | hit rate 0.31% among 330,000; active means well fitted inhibition curve with a large enough effect; inconclusive means small, poorly fitted or top-dose-only effect; inactive means no such curve, though single readings can be large or run the other way; tested in mouse RAW 264.7 cells; further: potency means the concentration at half of the fitted maximal effect; on the % scale 0 is the no-effect control and ±100 the full control effect; nearly all actives have a fitted effect of over 55% in size
TSG101-PTAP inh: blocks PTAP/TSG101 interaction to inhibit HIV-1 budding | Q99816 | Fluorescence polarization, FITC-PTAP peptide / Tsg101 binding | Potency, µM (titrated, usually from 115 µM), inactives show top-dose activity change, negative = inhibition, most hits filed as inhibitors | 340,000 tested, under 10 active | AID 493005; active means well fitted inhibition curve with a large enough effect in the main read-out, with a control signal flat, not every such curve was filed as active; inconclusive means small, poorly fitted or top-dose-only effect, or effect the other way, or a change in a side signal; inactive means no such curve, though single readings can be large or run the other way; further: potency means the concentration at half of the fitted maximal effect; % of control where 0% means no effect
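Steps: Tsg101 binding domain dispensed (10 uM final), compounds pinned in DMSO, FITC-labeled PTAP-motif peptide added (50 nM final); after 20 min binding at room temperature, polarization measured.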
Integrin act MD: activates integrin-mediated alleviation for muscular dystrophy; alpha7betagal myoblasts, beta-gal FDG fluorescence, 48 h; Potency, µM (doses to about 38.3 µM), for the others: at the highest dose activation, hits mostly activators; hit rate 0.064% among 350,000; AID 624291;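 further: potency means the concentration at half of the fitted maximal effect; 100% = response of the positive control SU9516; nearly all actives have a fitted effect of over 60% in size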
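alpha7betagal+/- myoblasts (passage 13, 250/well) treated 48 h at 37C with compounds at 1:260 dilution of DMSO stock. Lysed, then beta-galactosidase activity read as FDG fluorescence (ex 480/em 540) after 30 min, with pre-read for autofluorescence.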
Active calls of the source: *; u = inconclusive; x = not tested or not shown; & = joins results of further samples; [ ] = another dose, or the depositor's remark. Unless noted, the call rests on the fitted dose curve; in most records, active means well fitted curve in the direction sought with a large enough effect; inconclusive means small, poorly fitted or top-dose-only effect, or another doubt; inactive means no such curve, though single readings can be large; an effect the other way counts as inactive or inconclusive.

Screens in order: S-ASM inh | ELG1 genotox | BRCA1 expr up | B2AR arrestin | Eya2 inh | p53 reactivator | TRPV1 agonist | USP2a inh | uPA generation | TSG101-PTAP inh | Integrin act MD
1: NC(=S)n1[nH]c(-c2ccc([N+](=O)[O-])cc2)c(N=Nc2cccc(Cl)c2)c1=O
 : -6% | -20% | -61% | 0.2% | 4% | -1% | 3 | 2% | -4% | -11% | 18%
2: CCOC(=O)CSc1nc(C)c(C(C)=O)cc1C#N
 : 2% | u | -2%[1.84 µM] | -0.2% | 21% | 15% | -3 | 1% | -1% | -8% | 2%
3: Cc1cccc(NC(=O)Cn2nnc3ccccc32)c1
 : 7% | u | 13µM* | 0.1% | 13% | 23% | 3 | 4% | -1% | 1% | -6%
4: COc1ccc(Cl)cc1C(=O)NNC(=O)c1cccc(S(=O)(=O)N(C)C)c1
 : 3% | 1% | -6% | 0.4% | 3% | -9% | 0 | 1% | 3% | 0% | 22%
5: Cc1cc(C)c2cc(C(=O)N(C)C3CCN(C)CC3)[nH]c2c1
 : 7% | 1% | 0% | -0.1% | 5% | -1% | -1 | 2% | -2% | 3% | -46%[inhibitor]
6: Cn1cccc1C(=O)OCc1nc2ccccc2c(=O)[nH]1
 : 15% | 6% | 36% | 0.0% | 2% | 2% | x | -6% | 2% | -2% | -17%
7: O=C1CCC(c2ccccc2)=NN1Cc1c(F)cccc1Cl
 : -2% | -7% | -1% | -0.1% | 0% | 1% | u | 1% | 1% | -2% | 8%
8: O=C(O)c1nn(CC(=O)N2CCCCCC2)c(=O)c2ccccc12
 : 3% | -1% | 2% | -0.1% | 10% | -2% | -1 | 2% | 4% | 0% | 7%
9: COC(=O)c1ccc(S(=O)(=O)NCc2ccco2)o1
 : -3% | 1% | 25% | 0.2% | 12% | -1% | 1 | 2% | -21% | -2% | -25%
10: Cc1occc1C(=O)O/N=C(\N)c1ccc(Cl)cc1
 : 4% | u | -39% | -0.6% | -19% | u | 4 | -1% | -8% | -1% | 7%
11: CCN(CC)CCNC(=O)c1ccc(CS(=O)(=O)c2ccc(Br)cc2)o1
 : 1% | 1% | -13% | -0.8% | -2% | 7% | -2 | -2% | 0% | -3% | 0%
12: O=C(O)c1cccc(S(=O)(=O)Nc2ccccc2Cl)c1
 : -1% | 1% | -13% | 0.0% | 5% | -5% | 1 | 1% | 7% | -5% | -8%
13: Cc1ccc(OCC(=O)Nc2ccc(N3CCN(S(C)(=O)=O)CC3)cc2)cc1
 : 3% | 2% | 15% | -0.1% | -4% | 0% | 9 | 2% | 2% | -5% | 23%
14: Cc1csc(NC(=O)c2ccc(Cn3nc(C)c(Br)c3C)o2)n1
 : -5% | 0% | -57% | 0.0% | 4% | 0% | 2 | -1% | -5% | -5% | 9%
15: CCCP(=O)(CC(=O)O)c1ccccc1 (centres undefined)
 : 2% | -35%[inhibitor] | 1% | 0.2% | -12% | -1% | 1 | -4% | -1% | -8% | -1%
16: COCCn1c(SCC(=O)NN2C(=O)NC(C)(c3ccccc3)C2=O)nnc1-c1ccncc1 (centres undefined)
 : 0% | 0% | 4% | 0.1% | -14% | 8% | -1 | -7% | 6% | 0% | u
17: COc1ccc(OCc2nnc(SCC(=O)Nc3ccccc3C#N)o2)cc1
 : 1% | 6% | -6% | -0.7% | -28% | 2% | 2 | 9% | -1% | -2% | -8%
18: CCNC1(C#N)CCN(Cc2ccccc2)CC1
 : -2% | x | -3% | x | x | x | x | x | -4% | 0% | -37%
19: Oc1c(C2=NCCNC(C(F)(F)F)=C2)ccc2ccccc12
 : 2% | 9.2µM* | u | 0.3% | 4% | 27% | 11 | 0% | 5% | -1% | -5%
20: CN(CC(=O)Nc1ccc(Cl)cc1)C(=O)CNC(=O)c1ccc(Br)o1
 : 0% | 2% | -1% | 0.4% | 13% | 2% | 1 | 0% | 5% | 0% | 1%
21: CN(c1cccc(Cl)c1)S(=O)(=O)c1cccc(C(=O)NC2=NCCS2)c1
 : -3% | -11% | -54% | -0.6% | 20% | 4% | u | -4% | -9% | -4% | -16%
22: CC1CCC(C(C)C)C(OC(=O)CSc2nnc(N)s2)C1 (centres undefined)
 : -2% | -2% | -38% | -0.5% | -7% | 5% | 1 | -1% | -5% | 23% | -7%
23: CCOC(=O)NNc1ccc(C(F)(F)F)cn1
 : 6% | 14% | -6% | -0.1% | 3% | 2% | -2 | 0% | 0% | -3% | 1%
24: CSc1nc(C)cc(Oc2ccccc2)n1
 : 1% | 5% | -4% | -1.6% | -22% | -1% | 0 | -3% | 3% | -4% | -33%
25: CCC1(c2ccccc2)SC(N)=NC1=O (centres undefined)
 : 4% | x | -3% | x | x | x | x | x | 1% | 0% | 19%
26: Cn1c2ccccc2n2c(=O)c(=O)n(CC(=O)N3CCCc4ccccc43)nc12
 : x | 0% | x | 0.0% | 6% | -1% | 3 | -3% | x | x | x
27: O=C(c1ccc(Cn2cnnn2)cc1)N1CCCC(Nc2ccc(F)c(F)c2)C1 (centres undefined)
 : 4% | -5% | -16% | 0.0% | 0% | -2% | -2 | 2% | 0% | 2% | -18%
28: Cc1ccccc1/C=C/c1nc2ccccc2c(=O)n1CCc1ccccc1
 : -2% | -5% | -44% | 0.5% | 2% | -11% | 26 | -5% | 13% | -1% | 23%
29: O=C(Oc1ccc(Oc2ccccc2)cc1)N1CCC(O)CC1
 : 0% | u | 72% | 0.6% | 9% | u | u | 4% | 8% | 1% | -1%
30: CCSC1=C(C#N)C2(CCCC2)C(C#N)=C(N)N1
 : -3% | -2% | -32% | -0.8% | -6% | 6% | -5 | 0% | -9% | -6% | -7%
31: CCCc1c(O)c2ccccc2[nH]c1=O
 : -1% | -4% | -15% | -0.1% | -3% | -6% | -1 | -2% | -1% | -1% | -6%
32: CC(N=Cc1c(O)c2ccccc2oc1=O)C(=O)O (centres undefined)
 : 5% | -4% | -3% | -0.1% | -11% | 5% | -1 | 0% | 0% | -1% | 23%
33: CC(C)c1ccc(NCCC(=O)c2ccc(Br)cc2)cc1
 : 5% | 1% | 18% | 0.3% | 2% | 1% | 9 | 0% | 0% | -1% | 19%
34: O=c1c2c(nc3c(-c4cccc5ccccc45)c[nH]n13)CCC2
 : 255%[activator] | -10% | -28% | -0.1% | -8% | 11% | 16 | -4% | -2% | -3% | 7%
35: Cc1ccc(/C=C2\C(=O)NC(=O)N2C)o1
 : -1% | 3% | 0% | -0.9% | 17% | -6% | -1 | 0% | -3% | 0% | -20%
36: COc1ccc(-c2nc3c(c(=O)[nH]c(=O)n3Cc3ccccc3)n2CCO)cc1
 : 7% | 10% | -15% | 0.4% | -1% | -2% | -1 | 3% | 8% | 0% | u
37: COc1ccccc1-c1cc(C(=O)O)c2c(=O)n(C)c(=O)n(Cc3ccccc3)c2n1
 : 42%[activator] | -2% | -1% | -0.4% | 2% | 1% | 0 | -2% | -1% | -1% | -65%[inhibitor]
38: CN(C(=O)CSc1nc(N)c2c3c(sc2n1)CSC(C)(C)C3)c1ccccc1
 : 67% | -4% | -74% | 0.2% | -6% | -13% | -3 | 3% | -5% | -4% | -12%
39: CC(=O)N1CCOc2cc(S(=O)(=O)NC(C)c3ccccc3)c(Cl)cc21 (centres undefined)
 : 5% | -2% | 43%&12% | 0.2% | -21% | -3% | u | -3% | -9% | 1% | 26%
40: CCOC(=O)C1CC(=O)c2ccccc2C1c1ccccc1 (centres undefined)
 : 3% | x | -30% | x | x | x | x | x | -2% | 2% | -5%
41: OCCCc1nc2ccccc2n1CCCCOc1ccccc1
 : 5% | -3% | -17% | -0.3% | -10% | -9% | u | 2% | 10% | -2% | -22%
42: Cc1onc(-c2ccccc2Cl)c1C(=O)Nc1ccc(OCC(=O)N2CCOCC2)cc1
 : 5% | 0% | 0% | -0.3% | -26% | 7% | -5 | 1% | x | -8% | 0%
43: CCOCCCNC(=O)c1c[nH]c2ccc(S(=O)(=O)Nc3cccc(OC)c3)cc2c1=O
 : -3% | -5% | -1% | -0.6% | -15% | 15% | -3 | -1% | 3% | -6% | 7%
44: NC(=O)c1ccc(NC(=O)CCCN2C(=O)NC3(CCCC3)C2=O)cc1
 : 3% | 1% | -5% | 0.4% | 6% | 3% | 1 | 1% | 8% | -1% | 13%
